Source: PubChem (National Center for Advancing Translational Sciences (NCATS))
KCNH2 3.1 inh: qHTS for Inhibitors of KCHN2 3.1: Mutant qHTS; Potassium voltage-gated channel subfamily H member 2, brain isoform KCNH2 3.1 (human); U2OS KCNH2 3.1, thallium flux FluxOr; stronger effect = lower value; activity change, % (tested at about 1.8 µM); 340,000 compounds, 0.95% hits; AID 720553, 2013;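 active = maximum activity change below -70%; inconclusive = maximum activity change from -70% to -50%; inactive = maximum activity change above -50%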;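 also: thallium influx rate constant from kinetic fluorescence after stimulation buffer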
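We transduce U2OS cells with the mutant 3.1 virus, culture them overnight, load FluxOr with Red40 quencher for 45 min, then add stimulation buffer and read kinetically for 2 min to derive a normalized rate constant.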
KCNH2 WT inh: qHTS for Inhibitors of KCHN2 3.1: Wildtype qHTS; U2OS, BacMam KCNH2, thallium flux FluxOr; stronger effect = lower value; activity change, % at 1.84 µM; 340,000 compounds, 0.37% hits; AID 720551, 2013;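 active = maximum activity change below -70%; inconclusive = maximum activity change between -70% and -50%; inactive = maximum activity change above -50%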
Target sequence (Q12809 whole entry, looked up): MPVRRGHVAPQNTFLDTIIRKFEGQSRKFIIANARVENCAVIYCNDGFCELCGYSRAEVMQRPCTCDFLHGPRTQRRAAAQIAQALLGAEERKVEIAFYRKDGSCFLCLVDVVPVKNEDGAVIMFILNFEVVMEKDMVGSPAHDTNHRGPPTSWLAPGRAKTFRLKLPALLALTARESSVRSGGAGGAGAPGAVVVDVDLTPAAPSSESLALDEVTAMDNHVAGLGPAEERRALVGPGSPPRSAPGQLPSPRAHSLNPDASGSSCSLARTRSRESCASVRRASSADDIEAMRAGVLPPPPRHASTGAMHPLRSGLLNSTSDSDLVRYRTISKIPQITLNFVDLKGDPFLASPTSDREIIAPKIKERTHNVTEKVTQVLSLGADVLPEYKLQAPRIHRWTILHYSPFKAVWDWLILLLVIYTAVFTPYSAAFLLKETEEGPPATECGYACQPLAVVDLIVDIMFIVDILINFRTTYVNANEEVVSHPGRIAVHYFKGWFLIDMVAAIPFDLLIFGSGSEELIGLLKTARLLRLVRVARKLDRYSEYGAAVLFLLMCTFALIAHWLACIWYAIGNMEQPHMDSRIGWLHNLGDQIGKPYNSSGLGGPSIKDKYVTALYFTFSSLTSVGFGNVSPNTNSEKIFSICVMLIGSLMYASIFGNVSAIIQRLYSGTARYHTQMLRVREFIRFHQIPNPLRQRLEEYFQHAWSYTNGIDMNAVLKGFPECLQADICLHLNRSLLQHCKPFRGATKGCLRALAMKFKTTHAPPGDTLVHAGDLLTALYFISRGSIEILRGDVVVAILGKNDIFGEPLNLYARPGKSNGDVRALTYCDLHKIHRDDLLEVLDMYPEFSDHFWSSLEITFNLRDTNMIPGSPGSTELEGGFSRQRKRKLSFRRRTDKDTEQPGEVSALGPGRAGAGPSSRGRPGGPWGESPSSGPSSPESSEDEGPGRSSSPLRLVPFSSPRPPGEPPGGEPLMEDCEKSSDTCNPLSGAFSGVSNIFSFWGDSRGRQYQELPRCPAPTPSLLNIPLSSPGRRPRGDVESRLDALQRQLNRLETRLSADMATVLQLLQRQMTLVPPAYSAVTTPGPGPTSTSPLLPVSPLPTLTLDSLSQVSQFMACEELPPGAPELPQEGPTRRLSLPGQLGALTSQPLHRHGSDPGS
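U2OS cells were transduced with wild-type KCNH2 virus (2.03 x 10^8 / mL) for 4 h at room temperature, then cultured overnight at 37 C. Thallium flux was read with FluxOr dye. Rate constants were normalized to DMSO controls.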
* marks the source's active call; other numbers are inactive results; ? = inconclusive. % is scaled to controls: 0 for no effect and ±100 for the full control effect. Only part of the results is shown (hit frequency here may not be typical).

Results follow in this order: KCNH2 3.1 inh	KCNH2 WT inh
C#CCN(C[C@@H]1[C@@H](OC(=O)NC2CCCC2)[C@@H](OC(=O)NC2CCCC2)CN(C(=O)OC(C)C)N1C(=O)OC(C)C)S(=O)(=O)c1ccc(C)cc1
→ -8	-4
COc1ccccc1S(=O)(=O)N(C)C[C@H]1OCc2cnnn2CCCC(=O)N([C@H](C)CO)C[C@H]1C
→ -1	-27
O=C(COC(=O)Cc1ccc(Cl)cc1Cl)NCc1ccccc1
→ 2	3
C[C@@H]1CN([C@H](C)CO)S(=O)(=O)c2ccc(C#Cc3ccccc3F)cc2O[C@@H]1CN(C)C(=O)Cc1ccccc1
→ -22	14
C[C@@H]1CCCCO[C@@H](CN(C)Cc2ccc3c(c2)OCO3)[C@@H](C)CN([C@H](C)CO)C(=O)c2cc(N(C)C)ccc2O1
→ 4	-6
O=C(COC(=O)COc1ccc(Cl)cc1Br)NC1CCCC1
→ 4	7
C[C@@H]1CN([C@H](C)CO)C(=O)CCCn2nncc2CO[C@H]1CN(C)C(=O)Nc1ccc(N2CCN(C)CC2)cc1
→ 7	-7
NC(=O)COc1ccc(S(=O)(=O)N2CCCC2)cc1
→ 2	5
Cc1ccccc1S(=O)(=O)N(C)C[C@@H]1OCc2cnnn2CCCC(=O)N([C@@H](C)CO)C[C@@H]1C
→ -10	-4
CC(=O)N1C[C@H]2CON(C)[C@H]2C[C@H]1c1cccc(-c2ccc(C#N)cc2)c1
→ 1	-1
Cc1cc2c(=O)[nH]c(N)nc2[nH]1
→ 4	-8
CC1CCC(NC(=O)c2nn(C)c(=O)c3ccccc23)CC1 (stereo not drawn)
→ -10	8
C[C@@H]1CN([C@@H](C)CO)C(=O)CCCn2nncc2CO[C@H]1CN(C)S(=O)(=O)c1ccccc1
→ 1	15
S=C1SCN(Cc2ccccc2)CN1Cc1ccco1
→ 3	-13
CCNc1ccc(S(=O)(=O)N2CCOCC2)cc1NCC(=O)Nc1cccc(Br)c1
→ ?	31
COc1ccc(/C=C2/SC(=S)N(CCC(=O)Nc3cccnc3)C2=O)cc1OC
→ 4	4
CC1(C)CC(=O)C2=C(C1)OC1=C(C(=O)CC(C)(C)C1)C2c1cccc([N+](=O)[O-])c1
→ -6	9
O=C(NCC(=O)N1CCC(Cc2ccccc2)CC1)c1ccccc1F
→ 0	1
O=C(c1ccc([N+](=O)[O-])cc1Cl)N1CCN(Cc2ccccc2)CC1
→ -5	31
COc1ccc(C=CC(=O)c2ccc3cc(OC)c(OC)cc3c2)cc1OC
→ -2	18

Some of these compounds in order of number of heavy atoms, lowest first.
Results follow in this order: KCNH2 3.1 inh	KCNH2 WT inh
Cc1cc2c(=O)[nH]c(N)nc2[nH]1
→ 4	-8
O=C(NCC(=O)N1CCC(Cc2ccccc2)CC1)c1ccccc1F
→ 0	1
C[C@@H]1CN([C@@H](C)CO)C(=O)CCCn2nncc2CO[C@H]1CN(C)S(=O)(=O)c1ccccc1
→ 1	15

Other records.
Results follow in this order: KCNH2 3.1 inh	KCNH2 WT inh
O=C(OCc1cn([C@H]2CN(C(=O)C3CCCCC3)[C@@H](c3ccccc3)C[C@@H]2O)nn1)c1ccccc1
→ 2	-3
CCOC(=O)Cn1ccc2cc(S(=O)(=O)N3CCCC3)ccc21
→ -19	8
O=C(NCc1ccc(F)cc1)C1CCN(S(=O)(=O)c2ccc(N3CCCC3=O)cc2)CC1
→ 11	38
CC(C)(Cc1nc2ccccc2[nH]1)c1nc2ccccc2[nH]1
→ -12	10
Cc1cc(NC(=O)Nc2cccc(Cl)c2)no1
→ -3	-8
CCC(C)C(CO)NCCCn1ccc(NC(=O)OCc2ccccc2)nc1=O (stereo not drawn)
→ 17	6
Cc1ccc(S(=O)(=O)Nc2nc(CN3CCOCC3)nc3sc(C(=O)O)c(C)c23)cc1
→ -5	-8
Cc1ccccc1NC(=O)Cc1nc(COC(=O)Cc2cccc(C(F)(F)F)c2)cs1
→ 9	23
C(=Cc1nc2ccccc2o1)c1ccc2c(c1)OCO2
→ 0	-1
CCOC1(OCC)OC(c2ccccc2)=C(C#N)C(C=Cc2ccccc2)C1(OCC)OCC (stereo not drawn)
→ -36	-23
S=C1SCCCN1Cc1ccc(Cl)cc1
→ -1	-20
NC(=S)c1ccc(OCCCc2ccccc2)cc1
→ -9	10
COC(=O)[C@H]1C[C@@]2(O)CN(S(=O)(=O)c3ccc(C)cc3)C[C@@]2(OC(=O)NCc2ccccc2)C[C@H]1C(=O)OC
→ -6	-5
CCOC(=O)C1(C)NC(c2ccc(OC)c(OC)c2)C2C(=O)N(c3cccc(C(C)=O)c3)C(=O)C21 (stereo not drawn)
→ 12	5
CCOC(=O)c1ccc(NC(=O)c2ncn3c2C(=O)N[C@H](C)C3)cc1
→ 1	-1
O=C(C[C@H]1C(=O)N(c2ccc(Br)cc2)C[C@@H]1Cc1ccccc1)Nc1ccccc1
→ -6	-2
O=C(CSC1=NCCS1)N1N=C(c2cccs2)CC1c1ccc(F)cc1 (stereo not drawn)
→ 2	18
C=CCOc1cccc(C2C(C(=O)c3ccc(C)o3)=C(O)C(=O)N2CCN2CCOCC2)c1 (stereo not drawn)
→ -2	-4
COc1ccc(OC(=O)N(C)C[C@@H]2OCc3cn(nn3)CCCC(=O)N([C@@H](C)CO)C[C@H]2C)cc1
→ 14	-34
N#Cc1cnn(-c2ccc([N+](=O)[O-])cc2[N+](=O)[O-])c1N
→ 2	-4
CCc1ccc(CCC(=O)N2CCN(S(=O)(=O)c3ccc(Br)cc3)CC2)cc1
→ -1	14
Cn1cccc1CN1CCC[C@]2(N[C@H](c3ccccc3)[C@@H]3C(=O)N(Cc4ccccc4)C(=O)[C@@H]32)C1=O
→ -4	0
CC(=O)c1ccc(NS(=O)(=O)c2cccc3cccnc23)cc1
→ -7	1
C[C@@H]1CN([C@@H](C)CO)C(=O)CCCn2nncc2CO[C@H]1CN(C)Cc1cccnc1
→ 1	-1
C[C@]12CC[C@H](O)CC1=CCC1C2CC[C@@]2(C)C1CC[C@@H]2NCc1ccccc1 (stereo partly drawn)
→ -6	15
COc1cccc(-c2cc(N3CCN(C(=O)c4ccoc4)CC3)n3nc(-c4cccc(Cl)c4)cc3n2)c1
→ -12	4
COC(=O)[C@H]1C[C@@]2(O)CN(S(=O)(=O)c3ccc(C)cc3)C[C@@]2(OC(=O)NC2CC2)C[C@H]1C(=O)OC
→ 2	-2
O=C(NCc1ccccc1)/C(=C\c1cccc([N+](=O)[O-])c1)NC(=O)c1ccco1
→ 1	36
CCN(CC)C(=O)C1=C(C)N(Cc2ccc(C(C)(C)C)cc2)C(=O)C(CC(=O)NC2CCCCC2)C1 (stereo not drawn)
→ 1	-10
CC1C(=O)N(Cc2cn(CCC3OCCO3)nn2)CCS(=O)(=O)N1Cc1ccc(-c2ccc(Cl)c(Cl)c2)cc1 (stereo not drawn)
→ -18	13

Part of the list above, set out differently:
CC(=O)c1ccc(NS(=O)(=O)c2cccc3cccnc23)cc1
  KCNH2 3.1 inh: -7	KCNH2 WT inh: 1
C[C@@H]1CN([C@@H](C)CO)C(=O)CCCn2nncc2CO[C@H]1CN(C)Cc1cccnc1
  KCNH2 3.1 inh: 1	KCNH2 WT inh: -1
C[C@]12CC[C@H](O)CC1=CCC1C2CC[C@@]2(C)C1CC[C@@H]2NCc1ccccc1 (stereo partly drawn)
  KCNH2 3.1 inh: -6	KCNH2 WT inh: 15

Compound profiles, from the list above. Screens in order: KCNH2 3.1 inh, KCNH2 WT inh
CCN(CC)C(=O)C1=C(C)N(Cc2ccc(C(C)(C)C)cc2)C(=O)C(CC(=O)NC2CCCCC2)C1 (stereo not drawn) as listed: 1, -10
COC(=O)[C@H]1C[C@@]2(O)CN(S(=O)(=O)c3ccc(C)cc3)C[C@@]2(OC(=O)NC2CC2)C[C@H]1C(=O)OC as listed: 2, -2
CC(=O)c1ccc(NS(=O)(=O)c2cccc3cccnc23)cc1 as listed: -7, 1
O=C(NCc1ccccc1)/C(=C\c1cccc([N+](=O)[O-])c1)NC(=O)c1ccco1 as listed: 1, 36
Cn1cccc1CN1CCC[C@]2(N[C@H](c3ccccc3)[C@@H]3C(=O)N(Cc4ccccc4)C(=O)[C@@H]32)C1=O as listed: -4, 0

Other compounds follow.
Results follow in this order: KCNH2 3.1 inh	KCNH2 WT inh
COc1ccc(S(=O)(=O)N(C)C[C@@H]2Oc3cc(C#CC4CCCCC4)ccc3S(=O)(=O)N([C@@H](C)CO)C[C@@H]2C)cc1
→ 28	28
CCCNC(=O)C[C@@H]1C[C@@H]2c3cc(NS(=O)(=O)c4ccc(OC)cc4)ccc3O[C@@H]2[C@@H](CO)O1
→ 11	-8
Cc1c(-c2ccc(OCCN3CCOCC3)cc2)c(=O)oc2ccc3ccccc3c12
→ 6	-3
C[C@@H]1CN([C@@H](C)CO)C(=O)c2cc(NC(=O)C3CCCCC3)ccc2O[C@@H](C)CCCCO[C@@H]1CN(C)Cc1ccncc1
→ 17	-6
O=C(C1=C(O)C(=O)N(CCN2CCOCC2)C1c1cccc([N+](=O)[O-])c1)c1cc2ccccc2o1 (stereo not drawn)
→ -13	-1
Cc1cn([C@H]2C[C@H](O)[C@@H](CNC/C=C/c3ccccc3[N+](=O)[O-])O2)c(=O)[nH]c1=O
→ -10	2
CC1CN(S(=O)(=O)c2cccc(C(=O)N(C)C3CCCCC3)c2)CC(C)O1 (stereo not drawn)
→ -2	-7
CC(C)N1CCN(c2ccncc2S(=O)(=O)N2CCN(C)CC2)CC1
→ -11	-1
C[C@H]1CN([C@@H](C)CO)C(=O)CCCn2nncc2CO[C@H]1CN(C)S(=O)(=O)c1ccc2ccccc2c1
→ -7	?
COc1ncnc2c1ncn2CCCN(CCCc1ccccc1)CCCn1cnc2c(OC)ncnc21
→ 9	6
COCOCCn1cc(CN2CCS(=O)(=O)N(Cc3ccc(-c4ccc(Cl)cc4)cc3)C(C)C2=O)nn1 (stereo not drawn)
→ -4	8
CC1=C(C(=O)N2CCOCC2)CC(CC(=O)NCCN2CCOCC2)C(=O)N1Cc1ccc(C(C)(C)C)cc1 (stereo not drawn)
→ -2	-1
O=C(CN(CCO)Cc1ccccc1)N1CCN(S(=O)(=O)c2ccccc2)CC1
→ 4	-7
CC(C)c1ccc(CN2CCC(n3nccc3NC(=O)C3CCCC3)CC2)cc1
→ -72*	7
C[C@@H]1CN([C@H](C)CO)S(=O)(=O)c2ccc(Br)cc2O[C@H]1CN(C)C(=O)Nc1cccc(F)c1
→ 5	-16
Cc1ccc(S(=O)(=O)NC(C)C(=O)OCC(=O)Nc2sccc2C(N)=O)cc1 (stereo not drawn)
→ -9	-15
COc1cccc2ccc(CC(O)(c3ccccc3)c3ccccc3)nc12
→ -16	21
CCOc1ccccc1NC(=O)COC(=O)C1COc2ccccc2O1 (stereo not drawn)
→ 0	-9
C[C@@H]1CN([C@H](C)CO)C(=O)CCCn2cc(nn2)CO[C@H]1CN(C)S(=O)(=O)c1cccc(F)c1
→ -28	-20
CCC(C(=O)N1CCN(Cc2ccc3c(c2)OCO3)CC1)n1nnc2ccccc2c1=O (stereo not drawn)
→ -22	-18
COc1cc2c(cc1OC)C(=NO)CCCC2
→ 7	10
Cc1ccc2c(c1)nc1c3ccccc3nc(-c3ccccc3N)n21
→ 3	-13
COc1ccc([C@H]2C[C@H](O)[C@@H](n3cc(COC(=O)c4ccccc4)nn3)CN2CC2CCCCC2)cc1
→ 4	0
CN(Cc1ccc(Cl)cc1Cl)C(=O)C1CC(=O)N(Cc2ccco2)C1 (stereo not drawn)
→ -2	19
CCc1nnc(NC(=O)CSc2nnc(CNC(=O)c3ccccc3)o2)s1
→ 6	-3
C[C@@H]1CN([C@H](C)CO)C(=O)CCCn2nncc2CO[C@H]1CN(C)Cc1ccccc1C(F)(F)F
→ -5	-1
Cc1nc(NC(=O)c2ccccc2)sc1-c1cc(C(=O)O)nn1Cc1ccccc1
→ 14	-10
COCCCN1C(=O)C(CC(=O)NCc2cccc3ccccc23)CC(C(=O)N(C)C)=C1C (stereo not drawn)
→ 1	0
COc1ccc(S(=O)(=O)N2CCN(C(=O)c3ccccc3Cc3ccccc3)CC2)cc1OC
→ 9	22
CC1(C)NC(=O)N(CCC(=O)Nc2ccc(C(C)(C)C)cc2)C1=O
→ 4	-4
COc1ccc(NC(=O)COC(=O)c2c(C)noc2C)cc1Cl
→ 10	-9
COc1ccc(C(C#N)=Cc2ccc(N(C)CCC#N)cc2)cc1
→ -10	-8
CN(C(=O)COc1ncnc2ccc(Br)cc12)C1CCCCC1
→ 4	-6
O=C(OCC(=O)c1ccc[nH]1)c1ccc(S(=O)(=O)C(F)F)cc1
→ -5	13
COc1ccccc1NC(=O)N(C)C[C@@H]1OCc2cnnn2CCCC(=O)N([C@H](C)CO)C[C@H]1C
→ -5	17
Cc1noc(C)c1S(=O)(=O)N(C)C[C@H]1OCCCC[C@H](C)Oc2ccc(NC(=O)CCCN(C)C)cc2C(=O)N([C@H](C)CO)C[C@@H]1C
→ -2	9
COc1ccc(-n2nnnc2CNC(=O)C2CC(=O)N(c3ccc(F)cc3)C2)cc1 (stereo not drawn)
→ 6	-1
CCOC(=O)N1CCN(S(=O)(=O)N2CCCC(C(=O)NCc3cc(OC)ccc3OC)C2)CC1 (stereo not drawn)
→ 13	0
CSc1ccccc1C(=O)OCC(=O)NC1CCCCCCC1
→ 1	-2
O=C(O)C(=Cc1ccc([N+](=O)[O-])cc1)CCc1ccccc1
→ -2	3
COc1ccc(-n2c(COc3ccc(Cl)cc3Cl)n[nH]c2=S)cc1
→ -6	-3
